hcGAS inh: inhibitors of human cGAS. recombinant h-cGAS, ATP depletion, Kinase-Glo luminescence. AID 1259398. 0.081% of 290,000 active. Q8N884. inhibition, % at 12.5 µM;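 note: 0% = vehicle reaction and 100% = reaction without DNA for no activity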
Target sequence (Q8N884 whole entry, looked up): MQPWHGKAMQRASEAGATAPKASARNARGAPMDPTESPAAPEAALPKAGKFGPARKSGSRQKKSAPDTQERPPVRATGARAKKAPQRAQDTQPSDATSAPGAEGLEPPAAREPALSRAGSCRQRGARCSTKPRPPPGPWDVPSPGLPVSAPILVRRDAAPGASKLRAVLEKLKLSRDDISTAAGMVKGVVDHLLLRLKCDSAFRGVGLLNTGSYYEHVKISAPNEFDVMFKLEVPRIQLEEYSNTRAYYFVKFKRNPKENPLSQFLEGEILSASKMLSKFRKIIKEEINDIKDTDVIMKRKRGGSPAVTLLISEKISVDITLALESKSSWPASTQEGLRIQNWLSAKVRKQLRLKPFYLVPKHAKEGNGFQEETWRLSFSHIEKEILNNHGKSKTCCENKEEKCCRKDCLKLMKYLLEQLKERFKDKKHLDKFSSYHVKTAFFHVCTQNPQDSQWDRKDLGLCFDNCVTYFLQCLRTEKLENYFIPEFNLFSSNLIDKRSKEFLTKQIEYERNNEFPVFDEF
NPYLR7 ag: mosquito NPYLR7 agonism. AID 1259423. activation, % at 10 µM. HEK293T NPYLR7/Galpha15, GCaMP6s calcium fluorescence. 0.15% of 270,000 active; in the data active = activation above about 40%;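 note: 0% = vehicle and 100% = reference agonist at the receptor; some compounds past the cut are filed as inactive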
mcGAS lum: inhibitors of mouse cGAS. Q8C6L5. recombinant cGAS, Kinase-Glo ATP depletion luminescence. inhibition, % at 12.5 µM. 0.15% of 160,000 active;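 note: 0% = negative control wells and 100% = reference inhibitor with no enzyme activity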
The depositor's hits bear a star; . = not tested or not shown. Cut-off read from the data, not from the text of the source, unless noted: active = inhibition above about 40%; inactive = the rest.

SMILES	hcGAS inh	NPYLR7 ag	mcGAS lum
CCOC(=O)CCNC(=O)N1CCn2cccc2C1c1ccc(F)cc1 (stereo not drawn)	-5	13	.
Clc1cccc(C2c3cccn3CCCN2Cc2ccc3c(c2)OCCO3)c1 (stereo not drawn)	-3	-3	-4
COCCOCC(=O)N1CCCN(c2nc3ccccc3nc2-c2ccccc2)CC1	-3	4	-6
Cc1ccc(-c2csc(N3C(=O)CC4CS(=O)(=O)CC43)n2)cc1C (stereo not drawn)	-8	-3	.
NC(=O)c1cnc2n1CCN(C(=O)c1csc(Cc3ccccc3)n1)C2	-10	5	.
CC(Oc1ccccc1)C(=O)N1CCN(c2nccc(-c3ccc(Oc4ccccc4)cc3)n2)CC1 (stereo not drawn)	-5	12	-6
Cc1cc(C)c2sc(N(Cc3cccnc3)C(=O)Cc3ccccc3)nc2c1	-4	-4	-7
CCc1ccc2c(c1)NC(=O)C2(C)Cc1cccc(C(=O)OC)c1 (stereo not drawn)	1	14	-3
CCc1nc2ccc(C(=O)N3CCN(S(=O)(=O)CC)CC3)cn2c1N(CC)Cc1cccc(Br)c1	-4	15	-3
COc1cccc(C(=O)N2CCN(Cc3ccc(-n4ccnc4)cc3)CC2)c1	1	8	-2
O=C(NCCc1nc(-c2ccccc2)cs1)C1CC(=O)N(C2CC2)C1 (stereo not drawn)	-4	3	-13
Cc1ccccc1C(=O)NCCn1cc(SCC(=O)NCc2ccccc2)c2ccccc21	-6	2	.
O=C(NC1CC1c1ccccc1)C1CCCCN1C(=O)c1ccccc1 (stereo not drawn)	-9	0	.
S=c1[nH]nc(-c2nccc3ccccc23)n1-c1ccc(Cl)cc1	-6	-8	-2
COc1cccc(NC(=O)C(OC(=O)C2=NNC(=O)CC2)c2ccccc2)c1 (stereo not drawn)	-11	7	.
COC[C@@H]1CNC[C@H]1c1nc(C2CC2)no1	1	.	-1
COCC(C)NC(=O)CCc1c(C)nn(-c2nc(C)c(C)c(=O)[nH]2)c1C (stereo not drawn)	-10	11	.
COc1cc(C(=O)N2CCOC(COCc3ccccc3)C2)cc(OC)c1C (stereo not drawn)	-8	19	.
COc1ccc2nc(-c3cc(C(F)(F)F)ccc3F)n(Cc3ccccc3)c(=O)c2c1	-3	5	-5
CCCCCCc1ccc(C(=O)Nc2cccc(C3SCC(=O)N3c3ccc(OC)cc3)c2)cc1 (stereo not drawn)	-5	.	-5
CCCNC(=O)C(C)S(=O)(=O)c1ccc(F)c(F)c1 (stereo not drawn)	-7	4	.
O=P1(NN=Cc2ccc(F)cc2)C=C(c2ccccc2)OC(c2ccccc2)=C1	-5	2	.
COCCn1ccnc1C1CCCN(CC(=O)N2CCOCC2)C1 (stereo not drawn)	-9	.	-5
Cc1cccnc1C(NC(=O)C1CCN(CCOc2ccc3ccccc3c2)CC1)c1ccc(F)cc1 (stereo not drawn)	-4	-6	-3
Cc1ccc(-c2csc(NC(=O)c3ccco3)n2)cc1C	-2	-17	-6
CC(C)(C)c1cc2nc(C(=O)O)cc(-c3ccc(Cl)cc3)n2n1	8	-9	.
CCOC(=O)c1sc(NC(=O)c2ccc(C(C)=O)cc2)nc1-c1ccccc1	0	-2	-4
CCCCc1ccc(-c2nc(C=Nc3ccccc3C#N)c(O)o2)cc1	-5	-2	.
CC1CC1C(=O)Nc1cnn(-c2ccccc2S(C)(=O)=O)c1 (stereo not drawn)	-10	-8	.
COC(=O)c1ccccc1C(=O)OCc1cc(-c2cc3ccccc3o2)on1	-6	1	.
Cc1cccc(C)c1OCCN(CCC(N)=O)c1ccc(F)cc1	3	-5	.
CC(C)C1CN(C(CO)CO)CCC(=O)N1CC1CC1 (stereo not drawn)	-2	-1	-8
CCOC(=O)[C@@H]1CN(C(=O)c2cccnc2)[C@H]2c3ccccc3O[C@@H]12	-9	0	-8
CC(=O)Nc1cccc(NC(=O)CSc2ccc([N+](=O)[O-])cc2[N+](=O)[O-])c1	-4	0	3
COc1ccccc1N(C)S(=O)(=O)c1ccc(C)c(C(=O)N2CCOCC2C#N)c1 (stereo not drawn)	-6	-1	.
COc1ccc(C)cc1N1C(=O)CSC1c1ccc(NC(=O)c2ccc([N+](=O)[O-])cc2Cl)cc1 (stereo not drawn)	-1	2	-3
COc1ccc(C2C3=C(Nc4[nH]c(=O)[nH]c(=O)c42)c2ccccc2C3=O)cc1 (stereo not drawn)	28	-2	.
O=C(N[C@H](Cc1ccccc1)C(=O)N1CCCC1c1nnc2c(C(F)(F)F)cccn12)OCc1ccccc1 (stereo partly drawn)	-6	-7	-7
Cc1ccc(CN(Cc2ccc(F)cc2)C(=O)CNC2CC2)s1	-9	-3	-7
c1ccc(Cn2c(SCc3nc4ccccc4[nH]3)nc3ccccc32)cc1	-5	-1	-6

Some of the entries so far, as comma-separated lines:
mol,hcGAS inh,NPYLR7 ag,mcGAS lum
COCCOCC(=O)N1CCCN(c2nc3ccccc3nc2-c2ccccc2)CC1,-3,4,-6
Cc1ccc(-c2csc(N3C(=O)CC4CS(=O)(=O)CC43)n2)cc1C (stereo not drawn),-8,-3,.
NC(=O)c1cnc2n1CCN(C(=O)c1csc(Cc3ccccc3)n1)C2,-10,5,.
CC(Oc1ccccc1)C(=O)N1CCN(c2nccc(-c3ccc(Oc4ccccc4)cc3)n2)CC1 (stereo not drawn),-5,12,-6
Cc1cc(C)c2sc(N(Cc3cccnc3)C(=O)Cc3ccccc3)nc2c1,-4,-4,-7
CCc1ccc2c(c1)NC(=O)C2(C)Cc1cccc(C(=O)OC)c1 (stereo not drawn),1,14,-3

(further entries)
SMILES	hcGAS inh	NPYLR7 ag	mcGAS lum
CCCCN1C(SCC(=O)NCc2cccs2)=NS(=O)(=O)c2ccccc21	-2	4	.
COC(=O)c1ccc(NC(=O)CSc2nccn3nc(-c4ccc(C)cc4)cc23)cc1	-6	-1	-6
COc1ccc(CNS(=O)(=O)C2=Cc3ccccc3CC2)cn1	2	2	-4
Cc1ccc(S(C)(=O)=O)cc1S(=O)(=O)N(C)CCc1ccncc1	-5	3	.
CC1CN(c2ccccc2)c2nc3c(c(=O)n(CC(=O)c4ccccc4)c(=O)n3C)n2C1 (stereo not drawn)	-8	2	.
CN(Cc1nc2ccccc2c(=O)[nH]1)C(=O)/C=C/c1cc(Cl)c2c(c1)OCCCO2	-9	0	.
CCOC(=O)c1[nH]c(C)c(C(=O)NC2CCCN(CCCc3ccccc3)C2)c1C (stereo not drawn)	-8	2	-10
COc1ccc(Sc2ccc(NC(=O)c3cc(C)no3)cc2Cl)cc1	-3	7	.
COc1ccc(CN2CCC(C(=O)NC(c3ccccc3)c3ncccc3C)CC2)cc1 (stereo not drawn)	-2	13	-3
CC(C)N1CCCC(CCNC(=O)c2ccc(O)c(Cl)c2)C1 (stereo not drawn)	0	-1	-5
Cc1c(-c2ccccc2F)[nH]c2ccc(CNc3cnccn3)cc12	-3	1	.
CC(c1cccnc1)N(C)C(=O)CCSCc1ccc(F)cc1 (stereo not drawn)	-1	-5	-10
CC(=O)N1CCN(CC(=O)Nc2nc3ccc(F)cc3s2)CC1	-7	0	.
O=C(c1cccnc1Oc1ccc(Cl)cc1)N1CCC(n2c(=O)[nH]c3ccccc32)CC1	-9	-7	.
CN(Cc1cnn(C)c1)C1CCCN(c2ccccc2Cl)C1=O (stereo not drawn)	2	3	.
COc1ccc(C)cc1C(C)NCC1CNc2cc(C)nn2C1 (stereo not drawn)	-8	-19	.
Cc1c(Br)c(C(N)=O)nn1C	2	-1	.
CC1(C)S[C@@H]2[C@H](NC(=O)C(N)c3ccc(O)cc3)C(=O)N2[C@H]1C(=O)O (stereo partly drawn)	-1	-13	.
Cc1nn(-c2ccccc2)c2nc(Cc3ccccc3)nc(N3CCN(C(=O)CCc4ccccc4)CC3)c12	-15	.	-11
Cc1nc(C)c(Cc2ccccc2Cl)c(N2CCN(C(=O)c3cccc(C(F)(F)F)c3)CC2)n1	-2	.	-2
CC(C)(C)OC(=O)NCCCCCC(=O)NCCc1nc2ccccc2[nH]1	-3	6	-4
CC(C)CN(C)c1nc(N)c(C(=O)N=C(N)N)nc1Cl	-5	7	-3
COc1cccc(CN2CC(O)CN(C(=O)Cc3ccccc3)CC2=O)c1OC (stereo not drawn)	-6	7	-4
COc1cccc(NC(=O)c2cccnc2Nc2cc(Cl)cc(Cl)c2)c1	-6	-4	-5
COc1cc(/C=N\NC(=O)CSc2nnc(-c3ccccc3)n2-c2ccccc2)cc(OC)c1OC(C)=O	-3	-5	.
Brc1cccc(CSc2nc3ccccc3[nH]2)c1	-4	-8	-4
CCc1c(C)sc2ncnc(N3CCCN(C(=O)COC)CC3)c12	-3	-4	-2
CC(C)(C)CC(=O)N1CC(C(=O)N2CCCC2)C(c2ccccc2)C1 (stereo not drawn)	-7	27	.
CCc1ccc(C(=O)CCC(=O)NCC(=O)NC(C)(C)C)cc1	-6	7	.
COc1cccc(C(=O)N(CCN2CCOCC2)Cc2nccn2Cc2ccc(C(F)(F)F)cc2)c1	-3	-1	-3
CCCn1ncc(C(=O)N(C)C(C)c2ccon2)c1C (stereo not drawn)	-4	.	-14
COc1cc(CCNC(=O)CSc2nnc(C(F)(F)F)n2C)ccc1OC(F)F	-1	-1	.
COc1ccc(-c2ccc(C)c(NC(=O)C3CCCC3)c2)nn1	-3	2	.
O=S(=O)(NCc1ccccc1CN1CCOCC1)c1ccccc1Br	-10	13	-7
CCN1CCN(C2(C(=O)O)Cc3ccccc3C2)CC1	-6	5	-15
CCOC(=O)C1(C)CCN1C(=O)c1ccco1 (stereo not drawn)	-19	7	-7
CC1C(=O)N(c2ccccc2Cl)CCN1C(=O)c1ccc(Cl)cc1 (stereo not drawn)	-4	-13	-4
Cc1nn(-c2ccc(Cl)cc2Cl)c(Oc2ncnc(Cl)c2N)c1C	-7	7	.
CC1=NN(Cc2c(F)cccc2Cl)c2nc3c(c(=O)n(C)c(=O)n3C)n2C1C (stereo not drawn)	-8	-10	.
NC(=NS(=O)(=O)c1ccc(Br)cc1)c1ccccc1	-7	-2	-5

Whole records, looked up by structure:
COc1cccc(NC(=O)C(OC(=O)C2=NNC(=O)CC2)c2ccccc2)c1 (stereo not drawn) as listed: hcGAS inh = -11; NPYLR7 ag = 7; mcGAS lum = .
Cc1ccc(CN(Cc2ccc(F)cc2)C(=O)CNC2CC2)s1 as listed: hcGAS inh = -9; NPYLR7 ag = -3; mcGAS lum = -7

More results follow.
SMILES	hcGAS inh	NPYLR7 ag	mcGAS lum
Cc1ccc(C)c(-n2c(SCC(=O)N(C)C)nc3ccccc3c2=O)c1	-7	1	.
Cc1cc(C)n(CC(O)COc2ccc3c(c2)CCC3)n1 (stereo not drawn)	-4	-7	-8
O=C(c1cccs1)N(Cc1ccc(C(F)(F)F)cc1)CC1CC(c2cccc(F)c2)=NO1 (stereo not drawn)	-3	4	-9
N#CC(=Cc1ccc(F)cc1)S(=O)(=O)c1ccc(Cl)cc1	1	5	13
O=C(c1ccccc1OC(F)(F)F)N1CCC(Cc2ccc(-c3ccccc3)cc2)CC1	-6	1	-6
O=C1NC(=Nc2ccccc2)S/C1=C\c1ccc(F)cc1	-6	-9	-4
Cc1noc(C)c1CN(C)Cc1cc2ccccc2nc1N1CCOCC1	-7	-7	-18
Cc1ccc(-c2ccc(SCC(=O)c3ccccc3)nn2)cc1	1	1	-7
CCc1nc(Cn2ccnc2-c2cnc(-c3cccc(C)c3)nc2)no1	0	.	-4
CCOc1ccc2ccccc2c1C(=O)N1CCN(c2nccc(-c3ccco3)n2)CC1	-4	-2	-7
CC1(C)C2([N+](=O)[O-])CN3CC1([N+](=O)[O-])CN(C2)C3c1ccccc1 (stereo not drawn)	-9	3	.
Cc1cc(O)c(-c2ccn[nH]2)c(=O)o1	-1	0	.
CCCCCNC(=O)c1ccc(SCc2ccccc2)nc1	-7	-6	-2
O=C1CC(NS(=O)(=O)N2CCOCC2)CN1Cc1ccc(F)cc1 (stereo not drawn)	-5	7	.
Cc1cc(CN(C)C(=O)C2=NN(C)C(=O)CC2)no1	-5	-4	-17
CC1(C)CC(=NNCCC#N)CC(=[N+]2CCCC2)C1	2	0	.
CCc1cc2c(SCC(=O)c3ccc(Br)s3)ncnc2s1	-7	-5	-6
CCN1CC(CN(C)c2nc3nonc3nc2N2CCCCCC2)CC1=O (stereo not drawn)	-10	4	.

An excerpt of these results, comma-delimited:
SMILES,hcGAS inh,NPYLR7 ag,mcGAS lum
CCCCCNC(=O)c1ccc(SCc2ccccc2)nc1,-7,-6,-2
O=C1CC(NS(=O)(=O)N2CCOCC2)CN1Cc1ccc(F)cc1 (stereo not drawn),-5,7,.

Bioassay records deposited in PubChem by Fisher Drug Discovery Resource Center.
